APJ antagonist: APJ receptor antagonism. P35414. CHO-K1 APJ beta-arrestin complementation, luminescence. inhibition, % at 20 µM. 330,000 tested, 0.32% active. AID 2521;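 active = inhibition above about 40% at 20 µM, limit read from the data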;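 also: cells challenged with 10 nM apelin-13 agonist together with compound; plate controls were apelin-13 plus DMSO wells for no effect and DMSO wells lacking apelin-13 for full effect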
Target sequence (P35414 whole entry, looked up): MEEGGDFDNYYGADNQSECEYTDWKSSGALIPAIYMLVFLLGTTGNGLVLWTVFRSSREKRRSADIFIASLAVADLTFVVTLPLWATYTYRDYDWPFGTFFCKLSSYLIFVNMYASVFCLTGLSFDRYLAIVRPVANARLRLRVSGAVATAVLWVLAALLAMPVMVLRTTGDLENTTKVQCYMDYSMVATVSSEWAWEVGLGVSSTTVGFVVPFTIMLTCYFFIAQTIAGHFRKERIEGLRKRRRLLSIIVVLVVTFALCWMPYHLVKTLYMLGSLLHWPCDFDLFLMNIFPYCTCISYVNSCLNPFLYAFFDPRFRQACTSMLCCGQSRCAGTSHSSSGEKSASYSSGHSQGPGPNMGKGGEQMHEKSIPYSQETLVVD
UPR CHOP act: apoptotic UPR (CHOP) activation. CHO-CHOP luciferase reporter, luminescence; percent of tunicamycin response over DMSO baseline. activation, % at 10 µM. 330,000 tested, 0.34% active. AID 449763;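 active = at 10 µM dose, activation of 40% or more, normalized to positive control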;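 also: 100% = tunicamycin at 10 µg/mL and 0% = DMSO alone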
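System: CHO-CHOP luciferase reporter cell line | Buffer or medium: F12 medium containing 10% fetal bovine serum | Doses: One dose, 10 µM in 0.5% DMSO | Times: 6 h compound exposure at 37 °C after overnight seeding | Signal: Luciferase luminescence | Read-out: % activation vs tunicamycin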
XBP1 UPR activ: adaptive UPR (XBP1) activation. 330,000 tested, 0.33% active. CHO-XBP1 luciferase reporter, IRE1-XBP1 UPR activation, luminescence; percent of tunicamycin response, DMSO as zero. activation, % at 20 µM;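 active = versus positive control, 20 µM dose yields 30% or more activation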;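 also: 100% = tunicamycin at 10 µg/mL and 0% = DMSO only wells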
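Material: CHO cell line with stable XBP1 luciferase reporter; buffer or medium: F12 medium containing 10% fetal bovine serum; compound: single point, 20 µM final compound, 1% DMSO; incubation: 6 h treatment, 37 °C; measured by: glow luminescence from Steady-Glo reagent; evaluation: activation, % of tunicamycin; control set: tunicamycin high, DMSO low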
EBI2 block: antagonists of human EBI2 receptor. 360,000 tested, 0.81% active. P32249. AID 651636. EBI2 beta-arrestin recruitment, luminescence, 7a,25-OHC stimulated. inhibition, % at 5 µM; in the data active = inhibition above about 38%;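 also: enzyme fragment complementation signal reports receptor beta-arrestin coupling in cells; 0% = agonist plus DMSO wells and 100% = wells without agonist; some results beyond the cut were filed as inactive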
Target sequence (P32249 whole entry, looked up, the tested form may be a part): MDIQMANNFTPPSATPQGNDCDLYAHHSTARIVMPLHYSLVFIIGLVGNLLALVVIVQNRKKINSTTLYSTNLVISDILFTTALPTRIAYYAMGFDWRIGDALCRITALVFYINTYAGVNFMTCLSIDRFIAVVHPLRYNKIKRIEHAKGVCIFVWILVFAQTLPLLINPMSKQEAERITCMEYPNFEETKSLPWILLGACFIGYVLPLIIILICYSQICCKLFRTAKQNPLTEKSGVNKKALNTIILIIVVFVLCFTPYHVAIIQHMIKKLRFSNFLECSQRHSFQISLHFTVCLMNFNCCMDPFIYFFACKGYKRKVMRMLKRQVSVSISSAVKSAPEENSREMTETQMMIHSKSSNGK
Mdm2 MdmX PPI: inhibitors of human Mdm2/MdmX interaction. O15151+Q00987. inhibition, % at 8 µM. AID 485346. 330,000 tested, 3% active. SaOS-2 split-luciferase Mdm2/MdmX complementation, luminescence;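 active = inhibition of at least 50% at 8 µM in the primary screen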
CCR6 antag: CCR6 (human) receptor antagonism. P51684. CHO-K1 CCR6 PathHunter beta-arrestin, luminescence, CCL20-stimulated. 340,000 tested, 0.49% active. AID 493098. inhibition, % at 20 µM;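 active = compounds whose inhibition of the agonist-driven luminescence signal at 20 µM reaches about 50%, limit read from the data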;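 also: cells stimulated with CCL20 at 14 nM final; plate controls were DMSO with CCL20 for no effect and DMSO without agonist for full effect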
APJ ag: APJ receptor agonism; P35414; CHO-K1 APJ PathHunter beta-arrestin, luminescence; 0% DMSO wells, 100% apelin; activation, % at 20 µM; 330,000 tested, 0.11% active;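 active = activation more than six SD over the plate average, tested at 20 µM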;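 also: 0% = DMSO alone and 100% = apelin-13 at 10 nM; some results filed as inactive read as strong as hits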
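Assay system: CHO-K1 APJ beta-arrestin complementation cell line / Compound: single test compound dose, 20 µM final, 1% DMSO / Times: overnight seeding, 90 min compound at 25 °C, 1 h detection / Technique: beta-gal luminescence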
CXCR6 inh: inhibitors of human CXCR6 receptor. O00574. CHO-K1 PathHunter CXCR6 beta-arrestin, luminescence. inhibition, % at 20 µM. 360,000 tested, 0.36% active; in the data active = inhibition above about 34%, passing the limit was not always enough;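 also: antagonist mode with CXCL16 agonist at 10 nM final; 0% = 10 nM CXCL16 with DMSO and 100% = unstimulated wells without agonist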
Target sequence (O00574 whole entry, looked up): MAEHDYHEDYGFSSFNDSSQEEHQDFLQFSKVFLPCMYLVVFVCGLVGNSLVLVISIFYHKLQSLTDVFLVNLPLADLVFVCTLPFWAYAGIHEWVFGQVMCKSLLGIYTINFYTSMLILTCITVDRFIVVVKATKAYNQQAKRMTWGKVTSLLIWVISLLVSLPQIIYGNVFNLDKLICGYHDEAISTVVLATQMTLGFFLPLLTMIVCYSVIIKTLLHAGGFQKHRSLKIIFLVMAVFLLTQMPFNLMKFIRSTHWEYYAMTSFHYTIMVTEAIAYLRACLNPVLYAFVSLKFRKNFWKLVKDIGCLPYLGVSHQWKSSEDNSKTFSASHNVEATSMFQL
tim23-1 inh: inhibits growth of tim23-1 mutant yeast; S. cerevisiae tim23-1 growth, BacTiter-Glo luminescence, 24 h; inhibition, % at 20 µM; 330,000 tested, 1.3% active; AID 463212;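 active = growth inhibition of the mutant yeast at or above 50%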;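 also: temperature-sensitive mutant grown at 25 °C; plate controls were DMSO-treated mutant yeast for no effect and medium wells lacking yeast for full effect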
Numbers without * were called inactive; · = no result given.

SMILES	APJ antagonist	UPR CHOP act	XBP1 UPR activ	EBI2 block	Mdm2 MdmX PPI	CCR6 antag	APJ ag	CXCR6 inh	tim23-1 inh
CC(C)CC(=O)NS(=O)(=O)c1ccc(NC(=O)c2ccco2)cc1	1	-1.0	-3	-4	6	-11	0	-6	8
CC(C)CN1C(=O)C(=O)N(CC(=O)c2ccc3c(c2)CCCC3)C1=O	2	0.7	2	-4	14	-2	-1	9	42
COc1ccc(C2=CC(=O)C[C@H](c3ccc(F)cc3)C2)c(OC)c1	13	0.6	2	15	-9	17	0	-14	47
CCOC(=O)COc1cccc2c(=O)n(CC(=O)NCc3ccc(F)cc3)ccc12	-5	0.2	9	-29	59*	0	-4	-1	7
CCCCCOC(=O)Nc1ccc(S(=O)(=O)Nc2cccc([N+](=O)[O-])c2)cc1	6	1.7	0	0	21	16	-4	14	1
O=C(NCCNCc1ccccn1)c1ccco1	0	3.1	-3	1	9	-9	-6	0	-2
CCc1nn(C(C)C(=O)NCCc2ccccc2)c(=O)c2cc3occc3n12 (stereo unspecified)	17	-0.5	-7	-5	-9	11	-2	-2	16
CCSc1ccccc1C(=O)N1CCC2(CC1)CC(=O)c1ccccc1O2	-9	-1.0	0	20	25	18	2	9	20
COc1ccc(NC(=O)CSc2nccn2-c2ccccc2)cc1	13	-1.2	0	0	12	9	1	5	14
COc1ccccc1OCC(=O)Nc1ccc(N2CCCCC2)cc1	4	6.6	0	7	-15	5	-3	-1	25
CC(/C=N/Nc1nnc(C)c(=O)[nH]1)=C\c1ccccc1	7	3.9	8	11	-46	2	-1	-3	7
Cc1cnc(NC(=O)COc2ccccc2Cl)s1	27	-7.9	-6	0	53*	11	-3	-1	27
CC1CCCCC1NC(=O)C1CCCN(S(=O)(=O)c2ccc(-n3cnnn3)cc2)C1 (stereo unspecified)	16	-0.7	-2	2	-1	5	0	8	-2
O=C(NCCCN1CCOCC1)C(=O)N/N=C/c1ccccc1O	12	-0.7	3	-1	5	-3	0	-4	0
Cc1[nH]nc2cn[nH]c12	-8	-3.4	-2	-5	30	11	-5	-9	17
C=CCc1cccc2cc(NC(C)=O)c(=O)oc12	0	0.4	1	-12	-10	-14	-1	-8	12
CCOC(=O)C1=C(C)NC(C)=C(C(=O)OCC)C1C(=O)OCC(=O)NCc1ccc(F)cc1	-1	-1.1	2	3	2	3	-1	-1	4
C[n+]1ccccc1Nc1cc([N+](=O)[O-])ccc1N	-4	-0.3	3	4	5	4	-2	0	-5
O=C(c1ccccc1)N1CCN(CC(O)Cn2ccc3ccccc32)CC1 (stereo unspecified)	-12	-0.7	-2	-6	-6	-2	-1	-1	9
CCC(CC)NC(=O)COn1nnc2ccc(S(=O)(=O)N3CCOCC3)cc21	-30	-0.3	-4	1	24	1	-1	2	-6
COC(=O)c1ccc2c(c1)C(C)(C)C(/C=C/c1ccc(OC)c(OC)c1OC)=[N+]2C	2	64*	-14	21	101*	56*	-2	77*	14
CCc1ccc(NC(=O)N(CCOC)C2CCN(C(C)=O)CC2)cc1	9	0.1	1	-10	4	-4	-3	-8	-8
CC(NC(=O)c1ccco1)c1nc(-c2ccccc2)no1 (stereo unspecified)	2	2.5	-4	4	6	-4	1	-4	3
COc1ccc(CNC(=O)C(C#N)c2nc3ccccc3nc2N2CCN(C)CC2)cc1 (stereo unspecified)	35	1.7	-1	9	16	-1	-4	20	16
CC(C)c1ccc(/C=N/NC(=O)c2cc(-c3cccc([N+](=O)[O-])c3)n[nH]2)cc1	-29	1.1	-3	14	51*	-9	5	-2	-8

A different layout for some results above:
structure | APJ antagonist | UPR CHOP act | XBP1 UPR activ | EBI2 block | Mdm2 MdmX PPI | CCR6 antag | APJ ag | CXCR6 inh | tim23-1 inh
C=CCc1cccc2cc(NC(C)=O)c(=O)oc12 | 0 | 0.4 | 1 | -12 | -10 | -14 | -1 | -8 | 12
CCOC(=O)C1=C(C)NC(C)=C(C(=O)OCC)C1C(=O)OCC(=O)NCc1ccc(F)cc1 | -1 | -1.1 | 2 | 3 | 2 | 3 | -1 | -1 | 4
C[n+]1ccccc1Nc1cc([N+](=O)[O-])ccc1N | -4 | -0.3 | 3 | 4 | 5 | 4 | -2 | 0 | -5
O=C(c1ccccc1)N1CCN(CC(O)Cn2ccc3ccccc32)CC1 (stereo unspecified) | -12 | -0.7 | -2 | -6 | -6 | -2 | -1 | -1 | 9
CCC(CC)NC(=O)COn1nnc2ccc(S(=O)(=O)N3CCOCC3)cc21 | -30 | -0.3 | -4 | 1 | 24 | 1 | -1 | 2 | -6
COC(=O)c1ccc2c(c1)C(C)(C)C(/C=C/c1ccc(OC)c(OC)c1OC)=[N+]2C | 2 | 64* | -14 | 21 | 101* | 56* | -2 | 77* | 14

Later entries
SMILES	APJ antagonist	UPR CHOP act	XBP1 UPR activ	EBI2 block	Mdm2 MdmX PPI	CCR6 antag	APJ ag	CXCR6 inh	tim23-1 inh
O=C(NCc1ccccc1Cl)c1cc2c(s1)CS(=O)(=O)C2	-5	1.6	-3	-1	-7	-3	-3	0	3
COc1ccccc1NC(=O)CC1SC(=N)N(c2ccccc2)C1=O (stereo unspecified)	-11	2.3	-3	-4	11	-2	-2	-4	0
O=C(N=Nc1c(O)[nH]c2ccccc12)c1ccccc1NS(=O)(=O)c1cccs1	-6	0.7	-3	5	5	14	-3	12	-4
CC/C(C)=N\NC(=O)CNC(=O)c1ccc(Cl)cc1Cl	14	-1.4	-3	7	9	3	-2	1	16
CC(=O)OCCN1C(=O)c2cccc3cc([N+](=O)[O-])cc(c23)C1=O	-35	0.2	-4	·	17	·	5	·	4
CCOC(=O)C1=C(C)Nc2sc(C(=O)c3ccc(OC)cc3)c(N)c2C1c1ccc(C(=O)OC)cc1 (stereo unspecified)	1	0.8	0	28	7	17	-3	13	12
COc1ccc(NC(=O)CN(C)C(=O)CNC(=O)c2ccc3c(c2)OCO3)cc1	17	2.6	-3	-14	23	7	-2	-7	3
CC(C(=O)N1CCCCCC1)N(c1ccc(Cl)cc1)S(C)(=O)=O (stereo unspecified)	23	0.3	-3	-3	9	12	0	6	27
CC(=O)c1csc(-c2ccccc2)n1	4	1.8	6	-2	-8	-7	-4	9	17
Cc1occc1C(=O)NC1CCCc2ccccc21 (stereo unspecified)	3	0.6	-1	-20	-4	-2	-4	6	20
COc1ccccc1NS(=O)(=O)c1ccc(C(=O)NCc2ccco2)cc1	-3	1.2	-4	-6	6	-1	-1	10	-1
O=C(c1ccc(-c2cccc(Cl)c2)o1)N1CCN(c2ccc([N+](=O)[O-])cc2)CC1	20	1.3	3	-3	-4	-1	-3	-13	39
CCCCOC(=O)c1cc(C)nc2ccc(Br)cc12	7	0.4	4	15	4	18	-5	-2	12
O=[N+]([O-])c1ccc(S(=O)(=O)Nc2ncccn2)cc1	-1	-0.9	0	-7	-30	-5	-4	-4	-7
CC(=O)Oc1ccc(-c2ccc(C(=O)OCC(=O)N(C)CC(=O)Nc3ccccc3Cl)cc2)cc1	3	6.6	123*	18	40	-17	21	-12	12
Cn1c(C(=O)NCc2ccc3c(c2)OCO3)cc2sccc21	6	-0.1	0	-1	14	7	-1	-8	39
Cc1ccc(S(=O)(=O)N2CCN(C(=O)C(C)Cn3nc(C)c(C)c3C)CC2)cc1 (stereo unspecified)	0	1.6	2	12	7	-19	1	0	14
CCCc1nc2sc3c(SCC(=O)NCc4ccco4)ncnc3c2c2c1CCC2	22	0.1	0	8	30	3	-4	16	-2
COc1cccc(C(=O)Oc2c(Br)cc(Br)cc2/C=N/NC(=O)c2cc(C)[nH]n2)c1	-3	1.2	2	11	59*	12	-2	12	28
O=C(O)c1cccc2c1C(=O)c1ccc(-c3ccc(OC(F)(F)F)cc3)cc1S2(=O)=O	15	1.1	-1	7	-1	12	-2	0	-1
CCCc1nnc(NC(=O)CCC(=O)N2CCCCC2)s1	-2	2.8	-2	-3	2	12	3	6	4
CC(C)c1ccc(NC(=O)CCC(=O)NCc2ccco2)cc1	20	1.9	-5	0	-7	8	-3	-5	15
CCOC(=O)CSc1ncnc2c1cnn2-c1ccc(C)cc1	-5	1.3	0	0	0	11	-3	2	11
O=C(C1COc2ccccc2O1)N1CCN(c2ccccc2)CC1 (stereo unspecified)	1	-0.1	-2	6	9	16	-2	8	10
C=C(C)CN1C(=O)C2(OCCO2)c2ccccc21	11	-0.6	1	0	-15	10	0	-8	1

Looked up by compound from the entries so far:
SMILES	APJ antagonist	UPR CHOP act	XBP1 UPR activ	EBI2 block	Mdm2 MdmX PPI	CCR6 antag	APJ ag	CXCR6 inh	tim23-1 inh
COC(=O)c1ccc2c(c1)C(C)(C)C(/C=C/c1ccc(OC)c(OC)c1OC)=[N+]2C	2	64*	-14	21	101*	56*	-2	77*	14
CCc1nn(C(C)C(=O)NCCc2ccccc2)c(=O)c2cc3occc3n12 (stereo unspecified)	17	-0.5	-7	-5	-9	11	-2	-2	16

Copied from the list:
Value for CCc1ccc(NC(=O)N(CCOC)C2CCN(C(C)=O)CC2)cc1 under EBI2 block: -10
Value for CCOC(=O)C1=C(C)Nc2sc(C(=O)c3ccc(OC)cc3)c(N)c2C1c1ccc(C(=O)OC)cc1 (stereo unspecified) under tim23-1 inh: 12
Value for C[n+]1ccccc1Nc1cc([N+](=O)[O-])ccc1N under XBP1 UPR activ: 3
Value for CC(C)CN1C(=O)C(=O)N(CC(=O)c2ccc3c(c2)CCCC3)C1=O under XBP1 UPR activ: 2
Value for CCc1nn(C(C)C(=O)NCCc2ccccc2)c(=O)c2cc3occc3n12 (stereo unspecified) under APJ ag: -2

(list continues)
SMILES	APJ antagonist	UPR CHOP act	XBP1 UPR activ	EBI2 block	Mdm2 MdmX PPI	CCR6 antag	APJ ag	CXCR6 inh	tim23-1 inh
Cc1ccc(S(=O)(=O)N(Cc2ccc(F)cc2)C(=O)N2CCN(C)CC2)cc1	4	2.1	-1	-4	17	12	-3	0	9
Cc1ccccc1OCC(O)Cn1c(NCc2ccccc2)nc2c1c(=O)[nH]c(=O)n2C (stereo unspecified)	-13	-1.0	-1	-2	15	-18	2	4	-4
Cc1cc2c(NCc3ccccc3)ncnc2s1	9	0.1	-5	-2	18	12	-3	-20	18
COc1ccccc1CNS(=O)(=O)CC12CCC(CC1=O)C2(C)C (stereo unspecified)	-12	0.3	4	-3	-11	-4	-4	-1	28
CCOC(=O)C(C)C(C)=O (stereo unspecified)	-10	1.6	-2	-3	-5	3	-3	1	6
Cn1cnc([N+](=O)[O-])c1SCC(=O)NN	5	-0.1	0	5	4	-4	-1	-1	0
O=C(NCC(c1cccs1)N1CCOCC1)c1cn(-c2ccccc2)nc1-c1ccc(Cl)cc1 (stereo unspecified)	7	1.6	-1	15	63*	9	3	19	25

Screening results (PubChem)

Not all compounds are listed. The share of hits here may be higher or lower than overall.
